Scp-1 inhibitor – Scp-1 (human) phosphatase inhibition; Q9GZU7; Recombinant Scp1, phosphopeptide, malachite green phosphate absorbance; inhibition, % at 20 µM; 0.88% of 340,000 active;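 active means inhibition above about 50% at 20 µM, limit read from the data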;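 further: plate controls were DMSO wells with enzyme for no effect and wells lacking enzyme for full effect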
Target sequence (Q9GZU7 76-261 limits assumed): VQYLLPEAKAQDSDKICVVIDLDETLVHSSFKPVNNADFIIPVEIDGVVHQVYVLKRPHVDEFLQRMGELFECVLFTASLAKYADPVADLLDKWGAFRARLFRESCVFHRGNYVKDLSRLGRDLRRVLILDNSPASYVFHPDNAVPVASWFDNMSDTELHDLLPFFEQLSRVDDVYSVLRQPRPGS
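Material: truncated SCP-1 phosphatase (76-261aa) / Buffer or medium: 50 mM Tris acetate pH 5.5, 0.005% Tween-20, 10 mM MgCl2 / Compound dosing: one concentration, 20 µM, with 1.0% DMSO / Incubation: 45 min room-temperature reaction, 5 min colour, 30 min stabiliser / Detection: colorimetric free-phosphate detection, absorbance 630 nm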
SKN-1 inh – C. elegans SKN-1 inhibition. C. elegans VP596 Pgst-4::GFP/RFP ratio, acrylamide-induced, 24 h. inhibition, % at 21.8 µM. 0.49% of 360,000 active. AID 624304;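 active means interference check ratio from 0.5 to 1.5 plus GFP to RFP signal ratio inhibition reaching or exceeding a fixed threshold, cut at about 30% in these data, passing the limit was not always enough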; further: some compounds called inactive have numbers as strong as hits
NadD inh – NadD (S. aureus) enzyme inhibition; inhibition, % at 20 µM; AID 602399; 0.78% of 360,000 active; purified NadD enzyme, colorimetric absorbance read-out; in the data active means inhibition above about 26%; further: some compounds past the cut are filed as inactive
DNMT1 inh – DNMT1 (human) enzyme inhibition; P26358; DNMT1 molecular beacon, Hinp1I cleavage, fluorescence; inhibition (reported as % activation of signal), % at 10 µM; 0.83% of 360,000 active; AID 588458; in the data active means inhibition above about 50%
SUMO1 PPI mod – alters human SUMO1 binding to SIM partners | SUMO1 binding to a labelled peptide, TR-FRET, 1 h | inhibition, % at 20 µM | 0.33% of 360,000 active | AID 602429; in the data active means inhibition above about 37%
Target sequence (P63165 whole entry, looked up): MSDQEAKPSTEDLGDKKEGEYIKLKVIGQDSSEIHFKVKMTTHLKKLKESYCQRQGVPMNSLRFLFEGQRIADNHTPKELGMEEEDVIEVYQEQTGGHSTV
Rpn11 block – blocks the human proteasome subunit Rpn11; O00487; human 26S proteasome, Ub4-pepOG fluorescence polarization; 20S core pre-blocked with epoxomicin; calls only at 20 µM; 0.59% of 360,000 active;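 active means inhibition at 20 µM, scaled to each plate's controls, above about 33%, limit read from the data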
Target sequence (O00487 whole entry, looked up): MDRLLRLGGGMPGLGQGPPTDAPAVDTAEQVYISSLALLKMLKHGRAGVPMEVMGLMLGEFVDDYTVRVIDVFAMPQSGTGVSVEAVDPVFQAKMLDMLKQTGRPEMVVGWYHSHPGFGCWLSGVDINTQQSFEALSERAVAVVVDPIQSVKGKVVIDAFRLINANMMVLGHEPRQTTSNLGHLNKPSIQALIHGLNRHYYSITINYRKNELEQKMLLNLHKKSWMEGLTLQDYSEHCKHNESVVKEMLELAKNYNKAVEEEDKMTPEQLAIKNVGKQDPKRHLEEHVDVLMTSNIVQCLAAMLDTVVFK
STEP inh – blocks human striatal-enriched tyrosine phosphatase; AID 588621; inhibition, % at 20 µM; recombinant STEP, OMFP fluorogenic substrate, fluorescence; 0.25% of 360,000 active; P54829;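 active means inhibition at 20 µM, scaled per plate between control wells, above about 37%, limit read from the data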;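 further: 0% = DMSO with enzyme and substrate and 100% = substrate only without enzyme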
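material = STEP tyrosine phosphatase | reagent = fluorogenic phosphatase substrate OMFP at 25 µM final | doses = single compound dose of 20 µM, 1% DMSO final | schedule = 20 min reaction, room temperature, in the dark | measured by = fluorescence, 480/540 nm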
LMPTP inh – LMPTP (human) inhibition; 0.22% of 360,000 active; recombinant LMPTP-A, OMFP fluorogenic substrate, fluorescence intensity; P24666; inhibition, % at 20 µM;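 active means compounds that cut the enzyme signal by at least half of the control window in the single-dose screen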;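 further: plate controls were DMSO wells with enzyme plus substrate for no effect and substrate without enzyme for full effect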
Target sequence (P24666 whole entry, looked up): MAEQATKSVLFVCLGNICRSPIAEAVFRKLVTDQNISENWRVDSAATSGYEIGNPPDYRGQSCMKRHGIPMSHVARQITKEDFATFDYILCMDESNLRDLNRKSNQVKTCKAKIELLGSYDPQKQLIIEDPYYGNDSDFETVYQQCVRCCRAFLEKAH
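Assay system: LMPTP-A enzyme. Input: 0.625 nM LMPTP-A final. Probe or stimulus: 400 µM OMFP. Compound dosing: single 20 µM dose. Schedule: 50 min dark incubation at room temperature. Detection: fluorescence intensity of OMFP turnover product. Read-out: percent inhibition versus substrate-only and uninhibited controls. Benchmarks: no-enzyme low control, uninhibited high control.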
MT1-MMP act inh – MT1-MMP (human) activation inhibition; GFP/RFP ratio change, % at 20 µM; AID 651647; 0.061% of 360,000 active; HT1080 RFP-PRO-GFP cells, GFP/RFP ratio fluorescence, overnight; percent of plate control window, DMSO zero;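 active means GFP/RFP ratio change of at least 30% with cell ATP level not reduced by more than half and red fluorescence within 50% of control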; further: strong numbers were not always called active
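Assay system: RFP-PRO-GFP reporter HT1080 cells; read-out basis: GFP/RFP fluorescence ratio; benchmarks: DMSO wells and RFP-L50D-GFP cells; doses: 20 µM single dose, 1% DMSO; schedule: overnight cell settling, then overnight compound exposure, 37 °C, 5% CO2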
NRP1-CendR mod – modulators of CendR peptide binding to human neuropilin-1 | O14786 | FAM-RPARPAR peptide binding to NRP-1, fluorescence polarization | inhibition, % at 25 µM | 0.85% of 360,000 active | AID 602438;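 active means inhibition or corrected inhibition above about 18%, plus a signal ratio from 0.5 to 1.5, limit read from the data, passing the limit was not always enough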; further: strong numbers were not always called active
Numbers without * were called inactive; i = inactive; · = not tested or not shown.

Scp-1 inhibitor	SKN-1 inh	NadD inh	DNMT1 inh	SUMO1 PPI mod	Rpn11 block	STEP inh	LMPTP inh	MT1-MMP act inh	NRP1-CendR mod	canonical_smiles
-1	11	1	2	7	i	-5	-2.2	-9	-5	O=C(Cc1ccccc1F)Nc1cc(S(=O)(=O)N2CCOCC2)ccc1N1CCCC1
3	26	-1	1	-2	i	0	-0.3	-2	-6	O=C(NCCN1CCN(Cc2ccccc2)CC1)C1c2ccccc2C(=O)N2CCc3ccccc3C12 (stereo not given)
-4	-18	-3	38	2	i	5	1.5	-1	-6	COc1cccc(C2c3[nH]c4ccccc4c3C[C@H]3C(=O)N(CCCOC(C)C)CC(=O)N23)c1 (stereo not given in full)
·	-3	-6	7	-19	i	-5	5.4	2	1	CN1CCN(c2ccc(-c3cccc4nccn34)cn2)CC1
-7	0	-6	-1	-2	i	4	0.2	-1	10	COc1ccc(NC(=O)Nc2ccccc2F)cc1Cl
·	6	19	·	0	·	·	0.0	·	-13	O=C1NC[C@@H](CCCCN2C[C@H](Cc3ccc(O)cc3)N(CC3CCCCC3)C(=O)C2=O)N(Cc2ccccc2)C1=O
-14	-7	-4	1	-1	i	-1	-0.6	-3	-9	CCOC(=O)C1CCN(C(=O)CNC(=O)OC(C)(C)C)CC1
2	10	1	5	2	i	6	-0.6	5	1	O=C(CCc1ccccc1)NC(NC(=S)Nc1ccc(Br)cc1)C(Cl)(Cl)Cl (stereo not given)
-5	-17	-4	0	-1	i	0	-1.5	-2	0	Cc1ccc(S(=O)(=O)NCC(=O)NCC(=O)N2CCC(C)CC2)cc1
-6	-8	-3	0	-8	i	-4	-0.7	3	10	CN1CCN(C(=O)c2ccc3c(Cl)c4c(nc3c2)CCCC4)CC1
-8	11	-1	28	3	i	-2	-0.9	-3	-6	Cc1ccc(N(C(=O)Cn2nnc(-c3ccc(C)o3)n2)C(C(=O)NC2CCCC2)c2ccncc2)cc1 (stereo not given)
2	6	-3	1	0	i	-2	-2.9	0	-8	CC12CCC(C(N)=O)(c3nc4ccccc4nc31)C2(C)C (stereo not given)
·	4	4	5	4	i	0	0.4	-1	5	Cc1c(Cl)cccc1NC(=O)CSc1nc(=O)n(CCCN2CCOCC2)c2c1CCCC2
-15	-9	-8	-2	-22	i	0	-0.6	2	14	O=C(O)CCCNS(=O)(=O)c1cccc2nsnc12
-2	3	1	-1	4	i	3	-0.2	-2	13	Cc1cc(C)n(CCC(=O)N2CCCC(Nc3ccc(F)cc3)C2)n1 (stereo not given)
-1	-4	-5	1	-4	i	1	1.3	1	44*	O=C(NCCN1CCOCC1)C12CC3CC(C1)CC(c1ccccc1)(C3)C2
5	15	2	-4	2	i	-2	-0.5	2	-8	COC(=O)COc1cccc(NS(=O)(=O)c2ccc(NC(C)=O)cc2)c1
-16	15	-2	-2	-1	i	-2	-0.1	2	7	CC1=C(C(=O)OCC2CCCCC2)C(c2ccc(O)cc2)NC(=O)N1 (stereo not given)
-13	-7	-2	-13	-4	i	3	1.0	-3	-4	Cc1nn(C(C)C(=O)Nc2ccc3c(c2)OCO3)c(C)c1[N+](=O)[O-] (stereo not given)
-3	9	0	-7	-43	i	-2	0.0	4	9	CC(NC(=O)C12CC3CC(CC(C3)C1)C2)C(=O)NN=Cc1ccc([N+](=O)[O-])o1 (stereo not given)

Some of the entries so far, with each value named:
COc1ccc(NC(=O)Nc2ccccc2F)cc1Cl
  Scp-1 inhibitor = -7; SKN-1 inh = 0; NadD inh = -6; DNMT1 inh = -1; SUMO1 PPI mod = -2; Rpn11 block = i; STEP inh = 4; LMPTP inh = 0.2; MT1-MMP act inh = -1; NRP1-CendR mod = 10
O=C1NC[C@@H](CCCCN2C[C@H](Cc3ccc(O)cc3)N(CC3CCCCC3)C(=O)C2=O)N(Cc2ccccc2)C1=O
  Scp-1 inhibitor = ·; SKN-1 inh = 6; NadD inh = 19; DNMT1 inh = ·; SUMO1 PPI mod = 0; Rpn11 block = ·; STEP inh = ·; LMPTP inh = 0.0; MT1-MMP act inh = ·; NRP1-CendR mod = -13
CCOC(=O)C1CCN(C(=O)CNC(=O)OC(C)(C)C)CC1
  Scp-1 inhibitor = -14; SKN-1 inh = -7; NadD inh = -4; DNMT1 inh = 1; SUMO1 PPI mod = -1; Rpn11 block = i; STEP inh = -1; LMPTP inh = -0.6; MT1-MMP act inh = -3; NRP1-CendR mod = -9
O=C(CCc1ccccc1)NC(NC(=S)Nc1ccc(Br)cc1)C(Cl)(Cl)Cl (stereo not given)
  Scp-1 inhibitor = 2; SKN-1 inh = 10; NadD inh = 1; DNMT1 inh = 5; SUMO1 PPI mod = 2; Rpn11 block = i; STEP inh = 6; LMPTP inh = -0.6; MT1-MMP act inh = 5; NRP1-CendR mod = 1

(cont.)
Scp-1 inhibitor	SKN-1 inh	NadD inh	DNMT1 inh	SUMO1 PPI mod	Rpn11 block	STEP inh	LMPTP inh	MT1-MMP act inh	NRP1-CendR mod	canonical_smiles
-6	-12	-5	6	-2	i	0	0.9	-2	2	CCCOC(=O)/C(C(N)=NCc1ccccc1)=C(\O)OCCC
-5	2	0	3	-4	i	3	-0.3	8	-14	CCCN(CC1CC1)C(=O)Nc1ccccc1C
1	-25	-3	-2	-26	i	-9	-1.1	7	-3	O=C(N/N=C/c1cccc([N+](=O)[O-])c1)C1CC(=O)N(c2ccc(Cl)cc2)C1 (stereo not given)
-3	-6	5	4	2	i	-3	-3.0	7	3	CCn1c(=O)cc(OCC(=O)NC(C)c2ccc3c(c2)OCCO3)c2ccccc21 (stereo not given)
1	0	-2	-1	1	i	1	-2.2	-9	-2	COCCNCC(=O)Nc1ccc(OC(F)(F)F)cc1
-3	-5	-2	-1	-9	i	-2	-0.8	2	0	COc1ccc(C(=O)Nc2ccc(S(=O)(=O)NC(C)=O)cc2)cc1[N+](=O)[O-]
-3	6	-1	-3	-13	i	1	0.4	2	-14	O=C(NC1=NCCS1)c1cc(-c2cccnc2)nc2ccccc12
-6	2	-2	0	3	i	2	-0.6	6	7	Cn1c(=O)c2sc3c(c2n(CC(=O)Nc2ccccc2)c1=O)COC(C)(C)C3
-5	3	-1	1	6	i	1	1.1	3	-8	CC(=O)c1ccc(N2CCN(C(=O)c3cc4c(s3)CCCC4)CC2)cc1
-1	14	-3	5	0	i	-3	-2.5	1	-4	Cc1ccc(C(=O)NC(NCc2ccco2)C(Cl)(Cl)Cl)cc1 (stereo not given)
-4	-11	0	-2	-2	i	5	2.0	-2	1	S=C(Nc1ccc(Cl)cc1Cl)Nn1cnnc1
-6	-7	-7	-1	0	i	1	0.1	3	33*	NC(=O)c1ccccc1N=Cc1cccnc1
3	26	-10	5	-4	i	1	-0.2	2	-7	COC(=O)c1cccc(NC(=O)CN2C(=O)C3CCCCC3C2=O)c1 (stereo not given)
42	3	-2	21	-2	i	0	0.9	-1	-2	O=C(COC(=O)Cc1c(Cl)cccc1Cl)NCc1ccco1
-4	-17	0	-16	15	i	-14	-1.1	-4	-8	CSc1nc2ccc(NC(=O)C3CC(=O)N(Cc4ccccc4)C3)cc2s1 (stereo not given)
-3	-1	-1	3	1	i	0	3.5	-1	-3	Cc1ccnc(N2CCC(C(=O)NCc3ccccc3F)CC2)n1
-18	-5	0	0	-2	i	0	5.6	10	-7	O=C1C=C(c2ccc(Oc3ccccc3)cc2)C[C@@H](c2ccc3c(c2)OCO3)C1
-4	4	9	1	-2	i	-6	-2.7	-4	10	Cc1ccc(CS(=O)(=O)CCC(=O)NCCN2CCCC2)cc1
-1	4	3	0	-2	i	-1	0.8	1	5	COC(=O)c1cc2occc2n1CC(=O)N(C)C1CCCCC1
-6	7	-6	-2	-3	i	-1	-1.0	14	2	CNS(=O)(=O)c1cccc(C(=O)OCC(=O)N2c3ccccc3CC2C)c1 (stereo not given)
1	26	0	5	-14	i	-1	1.2	-4	30*	Cn1c(=O)c2[nH]c(CCCc3ccc([N+](=O)[O-])cc3)nc2n(C)c1=O
-9	-6	-5	-3	-1	i	-2	-0.1	-2	10	O=C(c1ccc(F)cc1)N1CCN(S(=O)(=O)c2ccc(Br)cc2)CC1
-7	5	-1	-3	-2	i	1	-1.6	-1	7	CC(=O)N1CC[n+]2c(-c3ccc(Cl)cc3)csc21
-6	-3	1	-2	-25	i	-1	-0.5	-4	-2	C#CCOCCOCCOCCNc1nc(N2CCN(C(=O)[C@H]([C@@H](C)O)n3cc(CCCCN)nn3)CC2)nc(N2CCN(C(=O)[C@H](C)n3cc(CCCN=C(N)N)nn3)CC2)n1
-2	4	0	0	4	i	-2	-1.4	2	-3	COc1ccc(NC(=O)CSc2ccc3nnc(CCNC(=O)c4ccccc4)n3n2)cc1OC
-7	16	1	0	8	i	-2	-0.9	2	0	CCCCN(C1CCS(=O)(=O)C1)S(=O)(=O)c1ccc(OC)cc1 (stereo not given)
-5	22	3	-9	2	i	1	0.7	-5	-4	O=C(CSc1ccc(Cl)cc1)N1CCC(c2nc3ccccc3s2)CC1
3	-17	-3	-3	0	i	3	0.0	14	16	NC(=S)Cc1nc2n(n1)Cc1ccccc1-2
-1	71	8	-13	-26	·	11	6.6	46	-182	CCN1C(=O)/C(=C\C=C2/C=CC=CN2CC)SC1=S
-1	21	0	0	4	i	-1	0.2	-10	2	CCOC(=O)N1CCN(C(=O)c2ccc(S(=O)(=O)Nc3cccc(C(F)(F)F)c3)cc2)CC1
·	-8	2	-1	1	i	0	-1.7	3	-4	CCCNC(=O)C1(C)CCCN(C(=O)Cc2ccc(OC)c(OC)c2)C1 (stereo not given)
-13	4	1	-3	-3	i	-2	-0.7	-3	10	O=C(Nc1ccc(Br)cc1)c1ccc(CSC2=NCCS2)cc1
-17	4	-6	-7	2	i	-3	0.7	-3	4	N#CC1(Nc2cccc(Br)c2)C(=O)Nc2ccccc21 (stereo not given)
-7	-7	-1	-1	-9	i	0	-2.9	4	-8	COc1ccc(OCCSc2nnc3c(Cl)cc(Cl)cn23)cc1
-5	4	1	1	0	i	-1	-0.1	-4	13	O=C(CSc1nnc(CNC(=O)c2cccs2)o1)Nc1cccc(F)c1
-7	-17	1	0	-15	i	-2	0.4	3	5	COc1cc(N=c2oc3c(C)ncc(CO)c3cc2C(N)=O)cc(OC)c1OC
3	8	3	-7	-1	i	1	-0.3	-4	-3	CC(=O)NCCc1ccc(C(=O)COC(=O)c2ccco2)cc1
-14	0	7	2	-1	i	-4	0.7	3	1	Cc1cc(Cl)cc2sc(NC(=O)c3ccco3)nc12
0	-6	-6	-11	-9	i	-2	0.9	0	-5	COc1ccccc1N1CCN(Cc2ccc(-c3ccccc3[N+](=O)[O-])o2)CC1
